High-throughput results (PubChem)
BAP1 inh: inhibitors of BAP1 deubiquitinase, primary screen, biochemical, Ub-AMC fluorescence, kinetic | recombinant BAP1, Ub-AMC hydrolysis fluorescence kinetic; hits give low values | activity remaining (% of control), % at 20 µM | actives 0.48% (n = 72,000) | AID 436, 2006;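 active means activity remaining at or below 50% of control, provided the compound also passes the data quality filters; inactive means the rest, including low values that fail the filters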;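 further: 100% = DMSO wells rate and 0% = substrate alone blank rate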
Target sequence (Q92560 whole entry, looked up): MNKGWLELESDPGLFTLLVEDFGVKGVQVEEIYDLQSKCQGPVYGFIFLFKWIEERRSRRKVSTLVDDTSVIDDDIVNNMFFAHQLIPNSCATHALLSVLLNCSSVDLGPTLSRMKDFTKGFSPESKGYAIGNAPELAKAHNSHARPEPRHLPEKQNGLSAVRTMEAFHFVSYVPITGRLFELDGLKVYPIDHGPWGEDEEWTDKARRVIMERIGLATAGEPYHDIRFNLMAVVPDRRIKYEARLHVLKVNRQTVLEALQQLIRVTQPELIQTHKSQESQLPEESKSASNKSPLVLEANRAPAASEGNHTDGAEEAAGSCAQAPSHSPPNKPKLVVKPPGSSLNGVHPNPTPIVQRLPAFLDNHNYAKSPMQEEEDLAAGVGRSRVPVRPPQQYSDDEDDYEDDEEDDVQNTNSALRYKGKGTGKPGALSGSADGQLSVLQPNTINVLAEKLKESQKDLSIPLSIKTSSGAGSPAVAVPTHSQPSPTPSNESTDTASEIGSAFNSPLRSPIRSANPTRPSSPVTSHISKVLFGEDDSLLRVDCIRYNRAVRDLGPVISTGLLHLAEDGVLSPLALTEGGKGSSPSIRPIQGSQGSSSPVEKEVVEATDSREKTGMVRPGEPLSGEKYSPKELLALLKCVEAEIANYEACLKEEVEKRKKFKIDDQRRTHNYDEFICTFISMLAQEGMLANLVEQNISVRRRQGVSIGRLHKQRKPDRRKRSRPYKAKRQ
HePTP inh: inhibitors of human HePTP phosphatase, primary screen, biochemical, absorbance, leukemia target | inhibition, % at 20 µM | Tyrosine-protein phosphatase non-receptor type 7 (Homo sapiens), P35236 | recombinant HePTP phosphatase activity, OD absorbance | actives 0.64% (n = 110,000); in the data active means inhibition above about 50%;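 further: plate controls were vehicle for no effect and reference inhibitor for full effect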
Target sequence (P35236 whole entry, looked up): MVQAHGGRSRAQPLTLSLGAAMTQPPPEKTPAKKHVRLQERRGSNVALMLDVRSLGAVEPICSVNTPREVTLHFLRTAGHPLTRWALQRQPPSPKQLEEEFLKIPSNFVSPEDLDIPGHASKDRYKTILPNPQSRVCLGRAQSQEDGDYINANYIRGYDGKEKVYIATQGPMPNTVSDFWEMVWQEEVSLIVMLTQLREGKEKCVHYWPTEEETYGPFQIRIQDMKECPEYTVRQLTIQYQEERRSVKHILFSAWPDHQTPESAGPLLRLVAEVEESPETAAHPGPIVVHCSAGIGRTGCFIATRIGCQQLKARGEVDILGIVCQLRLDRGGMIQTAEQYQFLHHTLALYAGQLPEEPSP
Starred values were filed as active, the others as inactive; x = not tested or not shown; & = joins results of further samples. Not a hit list. About 0.83% of those tested had a hit in this group.

SMILES	BAP1 inh	HePTP inh
O=C(NC1(C(F)(F)F)C(=O)Nc2c1c(=O)[nH]c(=O)n2Cc1ccco1)C1CC1 (configuration not stated)	104	-1
COCCOC(=O)C1=C(C)NC2=C(C(=O)CCC2)C1c1coc2ccc(C)cc2c1=O (configuration not stated)	80	x
O=C(Cc1cccc2ccccc12)NCCOc1ccccc1Cl	x	-8
O=C(Nc1ccccc1)Nc1nnc(Cc2cccc(Br)c2)s1	x	6
Cc1cc(O)c2c(C)c(Cc3ccccc3)c(=O)oc2c1	x	4
COC(=O)COc1ccc(S(=O)(=O)NCc2cccnc2)cc1C	106	2
CC(C)(C)CC(C)(C)c1ccc(OCC(=O)Nc2nccs2)cc1	149	x
CSc1nc2ccc(NC(=O)CSc3nc4ccccc4s3)cc2s1	x	-5
Cc1cc(Cl)ccc1NC(=O)CCC(=O)N/N=C/c1cccnc1	x	-8
Cc1cc(C)n(-c2nc3ccccc3nc2N2CCN(C(=O)c3ccc(Cl)cc3)CC2)n1	108	9
COc1ccc2cc(C(=O)N3CCCCCC3)sc(=O)c2c1OC	86	-3
Cc1c(C(=O)N2CCN(c3cccc(Cl)c3)CC2)cccc1[N+](=O)[O-]	x	1
COc1ccc(-n2sc3c(c2=S)-c2cc(OC)ccc2NC3(C)C)cc1	x	-10
Cc1c(NC(=O)CSCC(=O)Nc2ccc3ccccc3c2)c(=O)n(-c2ccccc2)n1C	x	2
COc1ccc(CSc2nnc(SCc3ccc(OC)c(F)c3)s2)cc1F	x	3
Cc1[nH]nc2c1C1(C(=O)N(Cc3ccc(Cl)cc3)c3ccccc31)C(C#N)=C(N)O2 (configuration not stated)	162	0
O=c1c(/C=N/N2CCOCC2)c(C(F)(F)F)[nH]n1-c1nc2ccccc2s1	x	-3
COC(=O)C(CCSC)NC(=O)CNC(=O)C1CCCCC1 (configuration not stated)	x	13
C/C(N)=C(/C#N)C(=O)CSc1nnc(SCc2ccc(Cl)cc2)s1	77	6
O=C1C2CCCC1C(c1ccccc1)NC2c1ccccc1 (configuration not stated)	x	0
COC(=O)CC[C@@H](C(=O)O)N1C(=O)c2ccccc2C1=O	102	4
Cc1nnc(N(C(=O)c2cnccn2)c2ccccc2)s1	99	-4
Cc1noc(C(=O)Nc2c(C)n(C)n(-c3ccccc3)c2=O)c1Cl	95	0
O=S1(=O)c2cccc3cccc(c23)N1Cc1nnc(-c2ccccc2Br)o1	54	5
O=C(NCc1ccccn1)c1ccc2ccccc2n1	92	8
Additional structures:
SMILES	BAP1 inh	HePTP inh
COc1ccc(C(=O)NCc2nnc(SCC(=O)Nc3cc(C)cc(C)c3)o2)cc1OC	73	7
CC(=O)n1c(=O)oc2ccccc21	148	x
Cc1ccc(C(=O)Oc2cccc(NC(=O)c3ccco3)c2)cc1S(=O)(=O)N1CCOCC1	89	x
CC(=O)OC12CC3C(C1C(C)=NN2C(=O)C(=O)N1N=C(C)C2C4C(CC21OC(C)=O)C4(C)C)C3(C)C (configuration not stated)	x	8
CCN1CCN(c2ncnc3c2nnn3Cc2ccccc2)CC1	101	8
COc1ccc(/C=C/C(=O)n2nc(C)cc2C)cc1OC	x	-17
Clc1ccccc1-c1nn2c(COc3ccccc3)nnc2s1	59	2
COc1ccc(OC)c(NC2=NC3(CCCCC3)N=C(N)N2)c1	96	-8&6
CCOc1ccc(NC(=O)CCC(=O)n2nc(C)cc2C)cc1	82	7
COCCNC(=O)C(=O)Nc1ccccc1C	x	7
CCOC(=O)c1c(C)n(-c2ccc(OCC)cc2)c2ccc(OC(C)=O)cc12	74	x
CCn1cc(C(=O)NCCCN(C)C)c(=O)c2cc(F)c(N3CCN(C)CC3)cc21	171	2
CCOc1cc(C2NC(=O)NC(O)(C(F)(F)F)C2C(=O)c2ccccc2)ccc1OC (configuration not stated)	94	10
C=CCc1ccc(OCC(O)CN2CCCCC2C)c(OC)c1 (configuration not stated)	127	1
Cn1ncc(C#N)c1NC(=O)c1nn2cccnc2c1Cl	60	4
CCC(C)(C(=O)NC1CCCCC1)N(C)C(=O)c1ccccn1 (configuration not stated)	98	-1
CC(C)CNS(=O)(=O)c1ccc(CCC(=O)N2CCOCC2)cc1	106	5
COc1ccc(/C=N/N2CCN(C(c3ccccc3)c3ccccc3)CC2)c(OC)c1	x	-11
CC(C)C1Cc2c(C#N)c(N)sc(=S)c2CO1 (configuration not stated)	123	15
O=C(CSc1nc2ccc([N+](=O)[O-])cc2s1)NCC1CCCO1 (configuration not stated)	x	8
CC(=O)c1cnc2cc(-c3ccccc3)nn2c1C	81	-6
COc1ccc(S(=O)(=O)Nc2cc(C)c(O)c(S(=O)(=O)c3ccccc3)c2)cc1	87	10
O=C(OCCOCCN=C1NS(=O)(=O)c2ccccc21)C1CC(=O)N(c2ccccc2)C1 (configuration not stated)	98	7
CC1CCCCN1CCNC(=O)CC1Oc2ccccc2NC1=O (configuration not stated)	100	4
O=C(Nc1cnn(Cc2ccc(Cl)cc2)c1)c1cnccn1	71	7
Going on with the list.
SMILES	BAP1 inh	HePTP inh
CCOC(=O)c1c(C)oc2cc(Br)c(OCC(N)=O)cc12	x	4
Cn1c(NC(=O)Cc2cccs2)cc(=O)n(C)c1=O	99	2
COC(=O)NCc1cccc(CNC(=O)OC)c1	106	5
COCCCNC(=O)C(C#N)c1nc2ccccc2nc1N1CCCC1 (configuration not stated)	106	5
CC(C(=O)Nc1nc2ccccc2[nH]1)N1C(=O)C2CC=CCC2C1=O (configuration not stated)	98	-1
COc1cccc(OCCn2cc(C(=O)c3ccco3)c3ccccc32)c1	x	9
CC(Sc1nc(N(C)C)nc(N2CCOCC2)n1)C(=O)Nc1ccccc1 (configuration not stated)	79	6
CCOC(=O)c1[nH]c(C)c(C(=O)N2CCN(c3cccc(Cl)c3)CC2)c1C	91	4
COc1ccc(NC(=O)Nc2ccc(C(=O)N3CCOCC3)cc2)cc1	78	0
COc1ccc(C/C(N)=N/OC(=O)CCc2ccccc2)cc1	x	6
COc1ccc(C)cc1N(C(=O)CNC(=O)c1ccco1)C(C(=O)NC1CCCC1)c1cccnc1 (configuration not stated)	102	10
O=C(O)C1CCCN(C(=O)NCc2ccccc2)C1 (configuration not stated)	111	-3
Cc1cc(C(=O)Nc2cccc(O)c2)c(C)o1	115	8&4
CCOc1cc(/C=C2/N=C(c3ccc(NC(C)=O)cc3)OC2=O)ccc1OCc1ccccc1	x	4
Fc1ccc2nc(N3CCCCC3)sc2c1	108	9
CC(C)NC(=O)NC(=O)COc1ncnc2sccc12	x	3
CCCCC(=O)Nc1ccc(C(=O)NCCCn2ccnc2)cc1	116	3
COc1ccc(CNC(=O)COc2ccc(S(=O)(=O)NC(C)C)cc2)cc1	107	6
CC(=O)c1c(C(=O)O)cccc1C(=O)O	x	-12
Cc1ccc(Nc2nc(-c3cccs3)cs2)cc1	x	7
Cc1ccc(S(=O)(=O)Nc2ccc(NC(=O)CN3CCCCC3)cc2)cc1	91	8
CC(C)(C)c1ccc(/C=N/NC(=O)Cc2cccc3ccccc23)cc1	x	7
Cc1ccc(N=C(NOCc2ccc([N+](=O)[O-])cc2)c2nonc2N)cc1	x	10
CC1CCCC(C)N1c1nnc(N)s1 (configuration not stated)	104	-14
O=C(NCC1CCCO1)/C(=C\c1ccco1)NC(=O)c1ccccc1 (configuration not stated)	x	2
Next results
SMILES	BAP1 inh	HePTP inh
N#C/C(=C(/O)COC(=O)Cc1c[nH]c2ccccc12)c1nc2ccccc2[nH]1	75	11
CC(C)OC(=O)c1ccc(NC(=O)COc2ccc([N+](=O)[O-])cc2)cc1	x	-2
CCCCn1c(-c2cc(Cl)ccc2OC)n[nH]c1=S	148	4
COC(=O)c1cc(C)sc1NC(=O)c1cccnc1	149	6
COc1cc(C(=O)NCc2nnc(SCC(=O)NCc3ccccc3)o2)cc(OC)c1OC	108	8
O=C(COc1cccc(Cl)c1)NC1CCCCC1	x	5
CC(OCc1ccccc1)C(NC(=O)OC(C)(C)C)C(=O)NCC1CCCO1 (configuration not stated)	93	-3&-4
O=C(Nc1ccccc1)Nc1nnc(C(c2ccccc2)c2ccccc2)s1	x	0
COC(=O)c1ccc(OCC2c3cc(OC)c(OC)cc3CCN2C(=O)c2ccco2)cc1 (configuration not stated)	102	2
CCCOC(=O)CSc1nnc(-c2cc(OC)c(OC)c(OC)c2)o1	89	1
COc1cccc(C(=O)Nc2ccc(Cl)c(-c3nc4cc(Cl)ccc4o3)c2)c1	x	4
COc1ccc(O)c(CN2CCN(Cc3ccccc3[N+](=O)[O-])CC2)c1	x	3
C=CCOc1ccc(/C=C2\C(=O)N(C)C(C)=C2C(=O)OC)cc1OC	x	4
COc1ccc(OC)c(NC(=O)c2ccc(CN(c3ccc(C)c(C)c3)S(C)(=O)=O)cc2)c1	x	-14
O=C(CSc1nc2ccccc2o1)N1c2ccccc2Sc2ccccc21	x	4
COc1cc(NS(=O)(=O)c2ccc(F)cc2)c(C(=O)O)cc1OC	119	5
O=C1N=C(N2CCCCC2)SC1=C1CCCC1	97	8
CCOc1ccc(/C=N/Nc2nc(N3CCOCC3)nc(N3CCOCC3)n2)cc1OC	x	5
O=C(Nc1cccc(Cl)c1Cl)c1cc2ccccc2o1	x	-3
Cc1cc(OCC(=O)Nc2ccc3ccccc3c2)cc(C)c1Cl	x	5
CCOC(=O)c1ccccc1NC(=O)CC(c1ccccc1)c1ccccc1	x	-5
CC(=O)N1CCN(c2ccc(Nc3nc(C)nc4c3oc3ccccc34)cc2)CC1	x	0
O=C(OCC(=O)N1CCN(C(=O)c2ccco2)CC1)c1sc2cc(F)ccc2c1Cl	96	-2
O=C(NN1C(=O)c2ccccc2C1=O)c1ccc2c(c1)C(=O)N(c1cccc([N+](=O)[O-])c1)C2=O	x	4
CCOC(=O)c1cc2c(=O)n3cccc(C)c3nc2n(CCCOC)c1=NC(=O)c1cccnc1	x	5

Profiles, quoted from the list. Values in the order: BAP1 inh	HePTP inh
COC(=O)c1ccc(OCC2c3cc(OC)c(OC)cc3CCN2C(=O)c2ccco2)cc1 (configuration not stated) reads 102	2
O=C(Nc1cccc(Cl)c1Cl)c1cc2ccccc2o1 reads x	-3

The list continues:
SMILES	BAP1 inh	HePTP inh
CC(C)c1ccc(S(=O)(=O)c2n[nH]n3c2nc(=O)c2ccccc23)cc1	112	x
CCCOC(=O)c1ccc(OCC(O)CN2CCN(C(=O)c3ccccc3)CC2)cc1 (configuration not stated)	90	10
O=C(NC1CCCc2ccccc21)C1CCC(CNc2c(N3CCOCC3)c(=O)c2=O)CC1 (configuration not stated)	100	-11
O=c1c2ccccc2sn1-c1ccc(S(=O)(=O)N2CCCCC2)cc1	80	1
CCN1CCCC1CNC(=O)c1cc(S(N)(=O)=O)ccc1OC (configuration not stated)	86&100	x
O=C(O)CSCc1nc2ccccc2s1	101	9
CCN(CC)S(=O)(=O)c1ccc(Cl)c(C(=O)Nc2ccc(OC)cc2)c1	x	-3
Cn1c(Cn2cnc3ccccc32)nnc1SCc1ccccc1	85	13
COc1ccc(C)cc1S(=O)(=O)N(C)CC(=O)Nc1ccccc1	87	7
Cc1csc(NC(=O)CSc2nnc(Cc3cccn3C)n2CCc2ccccc2)n1	89	6
O=C(c1cc2ccccc2oc1=O)N1CCN(c2ccc(N3CCOCC3)nn2)CC1	98	1
COc1ccc([C@@H]2[C@H]3CN(C(C)=O)CC=C3C(C#N)=C(N)C2(C#N)C#N)c2ccccc12	96	4
CC(C)C(=O)N1N=C(c2ccncc2)CC1(O)C(F)(F)F (configuration not stated)	x	6
O=C(c1ccco1)N1CCN(C(=O)C(Sc2ccccc2)c2ccccc2)CC1 (configuration not stated)	66	-6
CS(=O)(=O)N(CC(=O)NCCSc1ccc(Cl)cc1)c1ccc(Cl)cc1	x	1
COc1ccccc1NC(=O)C1=C(C)NC(=O)NC1c1ccccc1Br (configuration not stated)	x	-11

17 structures out of the list, arranged by SMILES length, rising.
SMILES	BAP1 inh	HePTP inh
O=C(O)CSCc1nc2ccccc2s1	101	9
Cn1c(Cn2cnc3ccccc32)nnc1SCc1ccccc1	85	13
CCN1CCCC1CNC(=O)c1cc(S(N)(=O)=O)ccc1OC (configuration not stated)	86&100	x
CC(C)C(=O)N1N=C(c2ccncc2)CC1(O)C(F)(F)F (configuration not stated)	x	6
COc1ccc(C)cc1S(=O)(=O)N(C)CC(=O)Nc1ccccc1	87	7
COc1ccccc1NC(=O)C1=C(C)NC(=O)NC1c1ccccc1Br (configuration not stated)	x	-11
O=c1c2ccccc2sn1-c1ccc(S(=O)(=O)N2CCCCC2)cc1	80	1
Cc1csc(NC(=O)CSc2nnc(Cc3cccn3C)n2CCc2ccccc2)n1	89	6
CS(=O)(=O)N(CC(=O)NCCSc1ccc(Cl)cc1)c1ccc(Cl)cc1	x	1
CCN(CC)S(=O)(=O)c1ccc(Cl)c(C(=O)Nc2ccc(OC)cc2)c1	x	-3
CCCOC(=O)c1ccc(OCC(O)CN2CCN(C(=O)c3ccccc3)CC2)cc1 (configuration not stated)	90	10
CC(C)c1ccc(S(=O)(=O)c2n[nH]n3c2nc(=O)c2ccccc23)cc1	112	x
O=C(OCC(=O)N1CCN(C(=O)c2ccco2)CC1)c1sc2cc(F)ccc2c1Cl	96	-2
O=C(NC1CCCc2ccccc21)C1CCC(CNc2c(N3CCOCC3)c(=O)c2=O)CC1 (configuration not stated)	100	-11
CCOC(=O)c1cc2c(=O)n3cccc(C)c3nc2n(CCCOC)c1=NC(=O)c1cccnc1	x	5
COc1ccc([C@@H]2[C@H]3CN(C(C)=O)CC=C3C(C#N)=C(N)C2(C#N)C#N)c2ccccc12	96	4
O=C(NN1C(=O)c2ccccc2C1=O)c1ccc2c(c1)C(=O)N(c1cccc([N+](=O)[O-])c1)C2=O	x	4
